ROMK primary = modulates human ROMK potassium channel activity | AID 1918 | Tet-inducible ROMK, thallium flux fluorescence; actives lie on both sides | 2% of 130,000 active | B-score at 10 µM;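 active means signal ratio slope over the read window, or its plate-corrected B-score, at least 3 SD from the plate mean, either direction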;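 further: B-score of the F/F0 ratio slope over 7 to 12 s after thallium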
TNAP act hi DEA = activators of human TNAP at high phosphate acceptor concentration | P05186 | purified TNAP, CDP-star luminescence, 1 M DEA, 30 min; hits give high values; 0 = EDTA background, 1 = DMSO-only activity | activation factor at 20 µM | 200,000 tested, under 10 active;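 active means activation factor at least 2 at 20 µM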
Target sequence (P05186 whole entry, looked up): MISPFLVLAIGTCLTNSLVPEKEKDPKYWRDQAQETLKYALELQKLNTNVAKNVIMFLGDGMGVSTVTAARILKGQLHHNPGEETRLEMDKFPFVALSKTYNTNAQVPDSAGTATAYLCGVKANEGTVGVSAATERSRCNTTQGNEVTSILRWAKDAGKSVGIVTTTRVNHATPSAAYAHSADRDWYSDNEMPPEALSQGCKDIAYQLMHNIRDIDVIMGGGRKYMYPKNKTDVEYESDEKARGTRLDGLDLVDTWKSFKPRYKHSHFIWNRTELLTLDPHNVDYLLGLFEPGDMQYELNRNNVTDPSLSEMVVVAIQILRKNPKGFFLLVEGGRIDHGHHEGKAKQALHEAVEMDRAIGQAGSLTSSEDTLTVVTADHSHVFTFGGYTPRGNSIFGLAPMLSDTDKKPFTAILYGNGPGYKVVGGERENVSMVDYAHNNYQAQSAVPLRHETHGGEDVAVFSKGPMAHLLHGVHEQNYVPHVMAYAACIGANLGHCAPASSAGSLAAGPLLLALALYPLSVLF
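Test system – human TNAP · Doses – 20 µM single point · Incubation – 30 min, room temperature · Signal – luminescent substrate turnover signal · Read-out basis – activation factor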
bIAP activator = increases bovine intestinal alkaline phosphatase activity | activation factor at 20 µM | 0.17% of 200,000 active | purified bovine IAP, CDP-star luminescence, 30 min; hits give high values; fold of DMSO-control signal, blank-subtracted;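 active means activation factor of 2 or more at 20 µM, a signal rise over negative controls twice the positive control's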
TR-FRET SRC-2 ct = counter-screen for PPARgamma SRC-2 recruitment agonists: TR-FRET artefact. 0.4% of 200,000 active. AID 1049. TR-FRET ratio at 8 µM. hits give high values; in the data active means TR-FRET ratio above about 2000; further: inactives centre near 1500
PPARg SRC1 recr = promotes SRC-1 coactivator recruitment by human PPARgamma. P37231. PPARgamma-SRC-1 coactivator recruitment biochemical assay. activation, % at 8 µM. 0.41% of 200,000 active; in the data active means activation above about 19%;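 further: 0% = DMSO and 100% = reference agonist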
Target sequence (P37231 whole entry, looked up): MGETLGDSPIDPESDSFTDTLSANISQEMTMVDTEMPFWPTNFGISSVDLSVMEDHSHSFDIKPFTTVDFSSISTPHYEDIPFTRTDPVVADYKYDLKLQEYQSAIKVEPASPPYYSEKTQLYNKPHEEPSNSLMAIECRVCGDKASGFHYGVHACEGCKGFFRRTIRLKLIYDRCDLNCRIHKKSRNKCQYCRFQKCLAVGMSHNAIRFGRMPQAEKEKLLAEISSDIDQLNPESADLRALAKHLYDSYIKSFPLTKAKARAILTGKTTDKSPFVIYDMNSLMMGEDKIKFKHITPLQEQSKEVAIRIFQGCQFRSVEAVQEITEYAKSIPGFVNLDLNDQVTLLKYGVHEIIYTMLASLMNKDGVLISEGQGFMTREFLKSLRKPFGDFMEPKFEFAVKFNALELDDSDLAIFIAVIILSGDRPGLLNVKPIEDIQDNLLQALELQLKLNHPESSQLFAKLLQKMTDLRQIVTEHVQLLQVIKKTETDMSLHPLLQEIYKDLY
STAT1 inh = STAT1 signaling inhibition | NIH 3T3 STAT1-luciferase reporter, IFN-gamma, luminescence | inhibition, % at 5.5 µM | 0.35% of 200,000 active | AID 920;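 active means inhibition above a set limit, the mean inhibition across all tested compounds plus 3 SD, cut at about 34% in these data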;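 further: 0% = IFN-gamma with DMSO and 100% = IFN-gamma with 300 µM nifuroxazide; values of inactives mirror those of a sister screen read the other way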
bIAP inh = blocks bovine intestinal alkaline phosphatase activity. purified bovine IAP, CDP-star luminescence, 30 min. inhibition, % at 20 µM. 190,000 tested, under 10 active. AID 1019;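 active means over 50% inhibition of intestinal alkaline phosphatase at 20 µM in the single-dose screen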
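System: purified bovine intestinal alkaline phosphatase (IAP) enzyme; Input: IAP diluted 1/65,000,000 in the well; Measured by: CDP-star luminescence signal; Compound dosing: 20 µM single dose; Incubation: 30 min reaction at room temperature.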
PPARg SRC2 recr = PPARgamma-driven SRC-2 recruitment agonism; P37231; PPARgamma LBD-SRC-2 recruitment, biochemical; activation, % at 8 µM; 0.34% of 200,000 active; AID 1032; in the data active means activation above about 22%;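 further: 0% = vehicle and 100% = reference agonist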
PPARg SRC3 recr = PPARgamma-driven SRC-3 recruitment agonism. AID 731. 0.26% of 200,000 active. P37231. activation, % at 8 µM. biochemical PPARgamma/SRC-3 coactivator recruitment assay; in the data active means activation above about 23%;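 further: 0% = DMSO and 100% = reference agonist; some compounds past the cut are filed as inactive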
STAT3 inh = reduces IL-6 driven STAT3 reporter signal. 0.89% of 190,000 active. U3A cells, IL-6 STAT3-luciferase reporter, luminescence; host cell line lacks STAT1. AID 862. inhibition, % at 5.5 µM;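 active means inhibition above the mean inhibition across all screened compounds plus 3 SD, cut at about 44% in these data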;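 further: 0% = DMSO only wells and 100% = 100 µM nifuroxazide control wells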
STAT3 act = STAT3 signaling activation; U3A cells, IL-6 STAT3-luciferase reporter, luminescence; 100% = signal with IL-6 EC80 alone; activation (% of control), % at 5.6 µM; 0.91% of 190,000 active; AID 871;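 active means activation above the screen-wide mean of compound activation plus 3 SD, cut at about 130% in these data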;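 further: 0% = background luminescence of wells with medium and substrate only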
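Material: STAT3-luciferase reporter U3A cells. Controls: IL-6-treated wells, 100% activation. Read-out: % activation versus median of IL-6-stimulated wells. Probe or stimulus: IL-6 stimulus at 33 ng/mL final. Timing: compound 1 h, then IL-6 6 h at 37 °C. Signal: reporter luminescence signal.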
Numbers without * were called inactive; . = no result given. Hits appear at their usual frequency; overall some 3.7% were active at least once.

SMILES	ROMK primary	TNAP act hi DEA	bIAP activator	TR-FRET SRC-2 ct	PPARg SRC1 recr	STAT1 inh	bIAP inh	PPARg SRC2 recr	PPARg SRC3 recr	STAT3 inh	STAT3 act
CCOc1ccccc1Nc1nnc(SCC(=O)Nc2ccc3[nH]c(=O)[nH]c3c2)s1	0.207	1	1.2	1522	17.2	-3.4	-24.8	1.9	4.9	10.2	95.4
O=[N+]([O-])c1ccc(Cl)c(/C=N/Nc2nc(N3CCOCC3)nc(N3CCOCC3)n2)c1	.	1	1	1457	-4.2	2.3	3.4	-9.0	-1.5	5.5	101.7
O=C(Nc1nnc(SCc2ccc(Cl)cc2)s1)c1ccco1	0.775	1.1	0.9	1571	2.8	3.4	10.0	0.2	-0.2	-3.0	104.8
Cc1cc(C(=O)N2CCCC2C(=O)O)c(C)o1 (centres undefined)	.	1	1	1658	2.1	0.8	3.9	2.8	3.0	17.6	90.4
COc1ccc(/C=C2\SC(=O)N(CC(=O)NNC(=O)c3ccccc3O)C2=O)cc1	-0.836	1	1.1	1690	6.6	-0.2	-12.4	3.7	3.3	0.4	99.6
O=C(NC(=S)NCCN1CCOCC1)c1ccc(Cl)cc1	0.771	1	1	1666	4.4	9.0	-3.8	1.6	3.5	-4.7	101.7
CN(CCOC(=O)c1cccc(Br)c1)C(C)(C)C	-0.541	1.1	1	1314	-0.3	-4.6	-0.6	-2.6	-0.2	2.7	104.3
CCOC(=O)c1[nH]c2ccccc2c1N=CN(CC)CC	-0.134	1.1	1	1402	5.2	8.4	-2.0	6.9	0.2	-30.2	130.4
N#Cc1c(-c2ccc(C(F)(F)F)cc2)cc(-c2ccccc2)[nH]c1=S	.	1	1	1632	-1.1	-6.6	-4.7	-6.1	2.2	2.1	98.2
COc1ccc2[nH]cc(CCNC(=S)NC3CCCC3)c2c1	-0.0867	1.1	0.7	1216	3.3	7.5	32.3	3.4	-1.2	11.2	94.6
Cc1ccc(-c2noc(CSc3ccccc3)n2)cc1	.	1	0.6	1460	9.6	-19.1	44.9	5.2	-1.4	-0.4	101.6
COc1ccc(NC(=O)c2cccc(-n3cnnn3)c2)cc1	.	1.1	0.9	1404	1.8	-1.5	10.2	1.1	1.6	15.6	90.8
COCCOC(=O)C1=C(C)OC(N)=C(C#N)C1c1cc2cccc(C)c2nc1Cl (centres undefined)	0.0918	1	1.1	1565	-1.9	9.8	-9.1	2.8	4.1	-8.6	112.1
CCOc1ccc(Br)cc1S(=O)(=O)NCc1ccncc1	0.0821	1	1	1667	5.5	8.8	0.1	3.9	3.8	11.3	93.9
O=C(Nc1ccc2c(c1)OCO2)N1CCN(c2ncc(C(F)(F)F)cc2Cl)CC1	-0.768	1	1	1496	5.2	0.4	-3.3	10.2	4.4	24.4	82.8
O=C(CC(C(=O)O)c1ccc(Cl)cc1)c1ccccc1 (centres undefined)	0.779	1	1.1	1453	1.9	1.2	-8.3	4.7	-6.0	0.7	105.3
Cc1ccc(N2CC(c3nc4ccccc4n3C)CC2=O)cc1C (centres undefined)	.	1	1	1591	1.7	3.4	3.1	-3.4	-4.1	3.6	101.0
CN1CCN(Cc2c(O)ccc3c(=O)c(Oc4ccccc4Cl)c(C(F)(F)F)oc23)CC1	.	1.1	1	1573	6.6	5.3	-2.2	-1.4	-8.4	9.6	96.1
O=C(CN1C(=O)S/C(=C\c2ccc(Cl)cc2)C1=O)NNC(=O)c1ccccc1O	.	1	1.1	1371	7.1	-4.5	-5.4	-5.2	5.2	-7.9	102.7
CCCCCCCC(=O)N/N=C/c1ccco1	0.325	1	1	1545	-5.0	-5.7	0.9	5.5	4.7	1.0	105.8
COC(=O)c1c(C)oc2ccc(N(C(=O)c3ccncc3)S(=O)(=O)c3ccc4ccccc4c3)cc12	.	1	1.2	1598	8.1	0.6	-22.4	10.5	-0.2	1.1	97.9
Cc1ccc(CNC(=O)c2cn(C)c(=O)c3c2c2ccccc2n3C)o1	-1.35	1	1	1447	-5.8	0.1	-3.1	6.7	-4.2	-0.9	106.9
C[C@]12CCC(=O)C[C@@H]1CC[C@@H]1[C@@H]2CC[C@]2(C)C=CC[C@@H]12	.	1.1	0.9	1443	-4.6	.	8.5	-3.6	-5.7	.	.
CN(C)c1nc(NCc2ccccc2)nc(N/N=C/c2ccc(Cl)cc2Cl)n1	.	1	0.9	1481	-10.7	9.6	6.8	-6.5	-8.8	6.8	95.8
CC(=O)c1cccc(OCC(=O)N2CCN(c3ccc(C(F)(F)F)cn3)CC2)c1	-1.72	1	1.1	1477	1.0	6.6	-7.5	0.6	-3.3	12.9	95.9
COc1ccc(S(=O)(=O)Nc2ccc3oc(C)c(C(C)=O)c3c2)cc1	-0.00697	1	0.9	1457	-1.4	21.9	6.8	-5.5	-0.8	46.0*	62.2
CCN(CC)c1ccc(C(=O)OCC(=O)N2CCN(c3ccccc3)CC2)cc1	-0.593	1	1	1525	3.0	5.8	-1.7	7.3	5.6	9.9	93.7
C/C(=N/NC(=O)Cc1cccs1)c1ccco1	0.627	1	0.9	1648	4.8	-5.3	10.8	6.1	7.7	-9.0	105.1
CCn1cc(C(=O)N2CCc3ccccc32)c(=O)c2cc(S(=O)(=O)N3CCCCCC3)ccc21	-1.05	1.1	1.1	1443	5.2	-0.4	-13.8	5.1	15.7	-10.1	105.7
CCOC(=O)c1cc(NC(=O)c2ccc(Cl)cc2)c(=O)oc1-c1ccccc1	.	1	0.9	1485	1.1	-3.8	8.2	2.2	1.2	14.1	93.2
Cc1c(NS(=O)(=O)c2ccccc2)cc(Cl)c(O)c1C	0.287	1	0.8	1629	6.5	8.3	17.6	4.1	0.5	0.3	102.8
COc1ccc(S(=O)(=O)N2CCC(C(=O)NCc3ccccn3)CC2)cc1Cl	.	1	1.1	1437	-1.0	2.0	-5.4	3.2	-6.1	-4.6	106.5
Cc1ccc(CSCc2nnc(SCC(=O)N3CCN(c4ccccc4)CC3)n2C)cc1	-2.17	1.1	1.1	1629	2.9	-2.5	-9.0	2.2	-4.3	9.3	91.1
COc1ccc(S(=O)(=O)Nc2nnc(C)s2)cc1	-0.719	1.1	1	1447	-0.7	-2.4	4.6	-1.6	-7.2	0.6	101.1
OC(COCc1cccs1)CN1CCN(c2cccc(Cl)c2)CC1 (centres undefined)	-2.57*	1.1	0.9	1631	0.4	10.5	5.3	3.3	2.8	11.7	90.0
Cc1ccc(CCNC(=O)c2nnn(-c3cc(C)cc(C)c3)c2N)cc1	-0.0331	1	1	1633	13.1	-4.5	4.2	9.0	4.2	3.2	99.7
Cn1c(=O)n(CCCOc2ccc(Cl)cc2)c2ccccc21	.	1	1	1527	-10.1	-1.8	1.9	4.8	1.8	24.8	81.7
Cn1nc([N+](=O)[O-])nc1S(C)(=O)=O	0.435	1	1	1698	11.0	25.7	-3.9	7.3	7.7	6.2	98.8
O=C(CCNc1ccc(Cc2ccncc2)cc1)c1cccc([N+](=O)[O-])c1	-0.585	1	1.1	1594	3.1	13.0	-12.0	8.4	0.2	22.2	84.2
Cc1c(Cl)c(C(=O)NNC(=S)Nc2ccc(F)cc2)nn1C	0.686	1.1	1.7	1751	6.9	-17.6	-67.4	1.4	4.5	26.2	81.9
CCOC(=O)C1(CCOc2ccccc2)CCN(Cc2cccn2-c2ncccn2)CC1	-3.66*	1	1	1343	11.7	3.7	0.4	-6.0	-2.8	-3.7	107.9
O=C(/C(=C(\[O-])c1ccccc1)[n+]1ccc2ccccc2c1)c1ccccc1	-1.28	1.1	1.3	1652	0.0	-3.8	-31.2	4.5	-1.1	-44.2	137.5*
CN(C)c1cccc(C(=O)OCC(=O)NCC2CCCO2)c1 (centres undefined)	.	1	1.1	1736	5.3	-4.4	-10.2	9.8	6.4	9.2	97.1
COc1cc(CNC2CCCC2)cc(Cl)c1OCc1ccc(F)cc1	.	1	1.1	1504	3.8	-7.2	-7.3	6.3	-4.9	7.4	96.2
O=C(NCc1ccc(-n2cccc2)cc1)c1cccc(F)c1	.	1	1.1	1438	4.2	-4.5	-9.2	-9.5	-1.2	3.2	100.3
O=C(CSc1cccc(C(F)(F)F)c1)NCc1ccccc1	.	1	1.1	1480	-6.4	5.7	-5.1	-13.2	-1.6	-0.2	100.1
COc1cc(-c2nc3c[n+](CC(=O)c4ccccc4)ccc3n2C)cc(OC)c1OC	-0.0272	1	0.8	1695	6.8	4.8	19.8	-4.4	3.7	-3.1	100.6
O=C(CN(C(=O)CCC(=O)Nc1nccs1)c1ccc2c(c1)OCCO2)NCc1ccco1	.	1.1	0.9	1516	5.9	-0.7	12.8	-2.7	1.7	6.5	98.2
CC(C)Nc1oc(-c2cccc3ccccc23)nc1C#N	-0.367	1.1	0.9	1686	-4.0	-17.4	12.2	-0.3	4.7	0.7	103.1
CCOC(=O)COc1cc2c3c(c(=O)oc2cc1C)CCCC3	0.697	1.1	0.8	1457	0.4	-4.5	16.7	-1.1	11.2	2.9	100.7
COc1ccc(NC(=O)C2CCC(C(C)(C)C)CC2)cc1S(=O)(=O)N1CCCCC1 (centres undefined)	.	1.1	1	1640	-0.6	-6.2	0.6	8.8	0.7	-1.4	101.2
CCOC(=O)c1c(NC(=O)CSc2nnnn2C)sc(C(=O)N(C)C)c1C	-0.134	1.1	1	1477	-2.1	6.3	-0.7	-1.0	-0.7	10.2	96.9
Cc1nn(Cc2ccc(Cl)cc2Cl)c(C)c1NC(=O)CCl	0.0393	1	0.9	1301	5.0	-0.5	11.0	-1.4	2.0	8.6	94.6

Shown bar-delimited: seven of the compounds above.
Molecule | ROMK primary | TNAP act hi DEA | bIAP activator | TR-FRET SRC-2 ct | PPARg SRC1 recr | STAT1 inh | bIAP inh | PPARg SRC2 recr | PPARg SRC3 recr | STAT3 inh | STAT3 act
O=C(CSc1cccc(C(F)(F)F)c1)NCc1ccccc1 | . | 1 | 1.1 | 1480 | -6.4 | 5.7 | -5.1 | -13.2 | -1.6 | -0.2 | 100.1
COc1cc(-c2nc3c[n+](CC(=O)c4ccccc4)ccc3n2C)cc(OC)c1OC | -0.0272 | 1 | 0.8 | 1695 | 6.8 | 4.8 | 19.8 | -4.4 | 3.7 | -3.1 | 100.6
O=C(CN(C(=O)CCC(=O)Nc1nccs1)c1ccc2c(c1)OCCO2)NCc1ccco1 | . | 1.1 | 0.9 | 1516 | 5.9 | -0.7 | 12.8 | -2.7 | 1.7 | 6.5 | 98.2
CC(C)Nc1oc(-c2cccc3ccccc23)nc1C#N | -0.367 | 1.1 | 0.9 | 1686 | -4.0 | -17.4 | 12.2 | -0.3 | 4.7 | 0.7 | 103.1
CCOC(=O)COc1cc2c3c(c(=O)oc2cc1C)CCCC3 | 0.697 | 1.1 | 0.8 | 1457 | 0.4 | -4.5 | 16.7 | -1.1 | 11.2 | 2.9 | 100.7
COc1ccc(NC(=O)C2CCC(C(C)(C)C)CC2)cc1S(=O)(=O)N1CCCCC1 (centres undefined) | . | 1.1 | 1 | 1640 | -0.6 | -6.2 | 0.6 | 8.8 | 0.7 | -1.4 | 101.2
CCOC(=O)c1c(NC(=O)CSc2nnnn2C)sc(C(=O)N(C)C)c1C | -0.134 | 1.1 | 1 | 1477 | -2.1 | 6.3 | -0.7 | -1.0 | -0.7 | 10.2 | 96.9

Screens: PubChem BioAssay, several laboratories
